Assay outcomes (PubChem)
KB-V1 cytotox = KB-V1 MDR subline cytotoxicity; KB-V1 MDR cells viability, CellTiter-Glo, 72 h; Potency, µM (titrated, usually from 46.1 µM), for the others: top-dose activity change, negative = cytotoxicity, actives largely listed as cytotoxic; 400,000 compounds, 3.4% hits; also: potency is read from the fitted curve at half-maximal effect; % is scaled to controls: 0 for no effect and ±100 for the full control effect; nearly all actives have a fitted effect of over 60% in size
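qHTS viability screen in drug-selected KB-V1 MDR cells: 72 h compound treatment at 37 degrees C, ATP luminescence end point.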
IL1B secr inh = inhibitors of inflammasome signaling (IL-1 beta secretion). 360,000 compounds, 4.7% hits. THP-1 LPS/ATP IL-1B secretion, AlphaLISA, 16 h; stronger effect = lower value. activity change, % at 57.5 µM; in the data active = activity change below about -50%; inconclusive = mostly about -30% to -49%; also: % is scaled to controls: 0 for no effect and ±100 for the full control effect
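Secreted IL-1B measured by AlphaLISA bead assay after 16 h compound exposure of THP-1 cells; compounds (final up to 57.5 uM) added 1 h before LPS (250 ng/mL) and ATP (1.25 mM) stimulation; lower signal means less secretion.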
SW480 rerep = induces DNA re-replication in SW480 colon adenocarcinoma cells; SW480 DNA re-replication, Hoechst DNA content imaging, 48 h; Potency, µM (titrated, usually from 46.1 µM), without a hit: top-dose re-replication activation, most hits filed as activators; 340,000 compounds, 1.8% hits; AID 624297; also: potency is read from the fitted curve at half-maximal effect; % of control where 0% means no effect; nearly all actives have a fitted effect of over 55% in size
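Compounds, transferred as 23 nL by pin tool, were incubated with cells for 48 hr; DNA content per nucleus was then quantified by Hoechst staining and fluorescence plate imaging.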
HT1080NT lethal = kills 2HG-producing HT-1080-NT fibrosarcoma cells; HT-1080-NT fibrosarcoma viability, CellTiter-Glo ATP luminescence, 48 h; 360,000 compounds, 1.6% hits; Potency, µM (highest dose often 46.1 µM), for the others: at the highest dose activity, negative = less viability, hits mostly cytotoxic;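 also: NT is the 2HG producing partner of a matched IDH1 knockdown line; potency is read from the fitted curve at half-maximal effect; 0% = DMSO-treated cells and -100% = media-only wells without cells; nearly all actives have a fitted effect of over 55% in size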
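Viability by CellTiter-Glo luminescence after 48 h compound exposure at 37C of HT-1080-NT cells (750/well, RPMI, 5% FBS). % activity scaled between DMSO wells and medium-only wells, then curve-fitted and categorized by curve class.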
HEK293 tox = cytotoxicity in counter-screen for GLP-1R inverse agonists; HEK293 cAMP-luciferase reporter cells, luminescence, 24 h; Potency, µM (doses to about 38.3 µM), for inactives: at the top dose activity change, negative = inhibition, usual class: inhibitors; 410,000 compounds, 0.13% hits; AID 624418;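 also: loss of luciferase light is scored as toxicity; potency is read from the fitted curve at half-maximal effect; % is scaled to controls: 0 for no effect and ±100 for the full control effect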
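Cells in DMEM/10% Nu serum/1% pen-strep, 1536-well format. Pre-incubated 12 h, dosed with 23 nL compound, incubated a further 24 h. Luciferase detection, 12 min at room temp, luminescence.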
HT1080 IDH1KD tx = HT-1080 IDH1 knockdown cell toxicity (counter line) | HT-1080 IDH1 knockdown viability, ATP luminescence, 48 h | AID 686971 | 360,000 compounds, 2% hits | Potency, µM (titrated, usually from 46.1 µM), without a hit: top-dose activity, negative = toxicity, actives largely listed as cytotoxic;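 also: potency is read from the fitted curve at half-maximal effect; 0% = DMSO wells and -100% = cell-free medium wells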
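Knockdown cells (IDH1KD HT-1080) received compounds 2 h after plating at 750 cells/well and were kept 48 h at 37 °C in 5% FBS RPMI. A CellTiter-Glo luminescence read gave % activity for curve fitting.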
D3 ag = activates the human D3 dopamine receptor | P35462 | D3R DiscoveRx beta-arrestin cells, luminescence, 90 min | max activation, % | 410,000 compounds, 0.58% hits; in the data active = max activation above about 30%; also: 0% is about no effect; mostly tested at two doses, the higher about 12 µM
Target sequence (P35462 whole entry, looked up): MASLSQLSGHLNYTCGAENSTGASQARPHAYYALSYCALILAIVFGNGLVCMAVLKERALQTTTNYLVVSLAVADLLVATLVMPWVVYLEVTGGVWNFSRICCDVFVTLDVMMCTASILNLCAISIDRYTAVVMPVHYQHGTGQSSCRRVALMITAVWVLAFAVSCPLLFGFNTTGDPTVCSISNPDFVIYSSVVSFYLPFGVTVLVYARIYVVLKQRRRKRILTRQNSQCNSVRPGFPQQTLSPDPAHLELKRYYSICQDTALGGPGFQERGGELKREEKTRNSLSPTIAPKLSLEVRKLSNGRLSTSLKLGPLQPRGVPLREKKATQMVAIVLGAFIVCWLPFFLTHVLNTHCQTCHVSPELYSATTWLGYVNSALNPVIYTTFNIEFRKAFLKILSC
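Agonist-mode cell screen: cells plated at 1500/well and incubated overnight at 37 °C, then exposed to library compounds for 90 min at 37 °C. Detection reagent was added for 30–60 min at room temperature, and luminescence was read.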
KB-3-1 tox = kills parental KB-3-1 adenocarcinoma cells. 400,000 compounds, 1.4% hits. KB-3-1 viability, CellTiter-Glo ATP luminescence, 72 h. Potency, µM (series often up to 46.1 µM), without a hit: at the highest dose activity change, negative = cytotoxic, most hits filed as cytotoxic. AID 1347075; also: potency is read from the fitted curve at half-maximal effect; % is scaled to controls: 0 for no effect and ±100 for the full control effect; nearly all actives have a fitted effect of over 60% in size
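72 h, 37 °C compound treatment of KB-3-1 parental cells; CellTiter-Glo added, 10 min, luminescence read. Data corrected against DMSO-only plates and normalized before curve fitting.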
MCF10A rerep = DNA re-replication induction in MCF 10a cells; Potency, µM (titrated, usually from 46.1 µM), inactives show at the highest dose activity, positive = re-replication, usual class: activators; MCF 10A DNA re-replication, Hoechst nuclear intensity, 48 h; 350,000 compounds, 2.9% hits; also: potency is read from the fitted curve at half-maximal effect; % of control where 0% means no effect; nearly all actives have a fitted effect of over 50% in size
An asterisk follows results filed as active; ? = inconclusive; / = not tested or not shown; & = joins results of further samples; [ ] = remark or other dose. Unless noted, calls follow the shape of the dose curve; as a rule, active = well fitted curve in the direction sought with a large enough effect; inconclusive = small, poorly fitted or top-dose-only effect, or another doubt; inactive = no such curve, though single readings can be large; an effect the other way counts as inactive or inconclusive.

The first two compounds (preview)
SMILES | KB-V1 cytotox | IL1B secr inh | SW480 rerep | HT1080NT lethal | HEK293 tox | HT1080 IDH1KD tx | D3 ag | KB-3-1 tox | MCF10A rerep
CCOc1ccc(/C=N/NC(=O)C(OC)c2ccccc2)cc1 (stereo unspecified) | 1.2% | 8.2 | -16.1% | 7.2% | 9.0% | -13.8% | -6.7 | 7.0% | -1.6%
Cc1sc2ncn3cnnc3c2c1C | ? | -6.9 | 2.6% | -2.2% | 84.0%[activator] | -2.4% | -0.8 | -18.3% | -1.4%

This part in full, from the first entry:
SMILES | KB-V1 cytotox | IL1B secr inh | SW480 rerep | HT1080NT lethal | HEK293 tox | HT1080 IDH1KD tx | D3 ag | KB-3-1 tox | MCF10A rerep
CCOc1ccc(/C=N/NC(=O)C(OC)c2ccccc2)cc1 (stereo unspecified) | 1.2% | 8.2 | -16.1% | 7.2% | 9.0% | -13.8% | -6.7 | 7.0% | -1.6%
Cc1sc2ncn3cnnc3c2c1C | ? | -6.9 | 2.6% | -2.2% | 84.0%[activator] | -2.4% | -0.8 | -18.3% | -1.4%
O=C(NNc1cccc(Cl)n1)Nc1ccc(Cl)cc1 | -9.2% | -21.9 | -16.1% | -12.0% | 3.2% | -18.6% | -0.7 | 3.1% | 1.1%
COc1cccc(NC(=O)CN2C(=O)c3cccc4cccc2c34)c1 | ? | / | / | / | 184.8%[activator] | / | -4.1 | 26.1% | /
Cc1ccc(NC(=O)CSc2n[nH]c(-c3cccnc3)n2)c(Br)c1 | -18.2% | 20.4 | -2.1% | -1.1% | 8.5% | -1.6% | -1.7 | -2.3% | -3.4%
COc1cccc(CNC(=O)CNS(=O)(=O)c2ccc(Br)s2)c1 | -25.4% | -52.5* | -13.7% | 2.4% | -2.7% | -2.8% | -14.7 | -4.3% | -3.1%
CC1CN(C(=O)CCC(=O)N2CCCCC2)c2cc(Cl)ccc2O1 (stereo unspecified) | -17.6% | 4.4 | 1.9% | 3.5% | -10.5% | 17.9% | -6.8 | 2.9% | ?
NS(=O)(=O)c1ccc(N2CCN(C(=O)C3COc4ccccc4O3)CC2)nc1 (stereo unspecified) | ? | 14.6 | -15.0% | -1.6% | 2.0% | -1.7% | 2.1 | 15.7% | 0.9%
CCOC(=O)C1=C(C)N(CCCC(=O)O)C(=O)NC1c1ccccc1Cl (stereo unspecified) | ? | 9.8 | -6.1% | -3.6% | 3.5% | -1.5% | 15.7 | 0.0% | 0.2%
Nc1nnc(SCc2coc(-c3ccc(Cl)cc3)n2)s1 | -8.5% | -17.2 | -5.2% | -0.6% | -3.1% | -11.4% | 2.3 | -17.7% | -10.6%
C/C(=N\NC(=S)NC1CCCCC1)c1ccc(O)cc1 | ? | ? | 0.0% | -19.3% | ? | -8.5% | -9.1 | 16.4µM* | 5.5%
Cc1ccc(/C=c2\sc3nc(-c4cccs4)nn3c2=O)o1 | 15.8% | 24.0 | -1.7% | 8.7% | 4.3% | -2.0% | 7.1 | 9.6% | -15.5%
O=C(NCCn1cc(SCc2ccccc2)c2ccccc21)c1cccs1 | ? | / | / | / | -7.2% | / | 2.9 | ? | /
Cn1c(=O)c2cc(NCc3ccccc3)nnc2n(C)c1=O | ? | 0.0 | -3.6% | -10.3% | 3.8% | 15.5% | -3.6 | 27.5% | 4.5%
O=C(NCCO)c1cccc(-c2cnc3c(Nc4cccc(OC(F)(F)C(F)F)c4)nccn23)c1 | 4.4% | ? | / | ? | -14.2% | ? | 3.2 | 0.0% | /
Cc1cc(C)n2nc(SCC(=O)c3cc(C)n(CC4CCCO4)c3C)nc2n1 (stereo unspecified) | ? | 30.9 | 0.3% | -2.1% | -0.6% | -13.9% | 1.8 | -5.9% | 19.3%
CCCCOCCCN1CC(=O)N2C(C)c3[nH]c4ccccc4c3C[C@H]2C1=O (stereo partly specified) | 0.9% | -6.3 | -10.5% | 11.5% | -1.7% | 4.7% | 2.2 | ? | -0.9%
CCc1ccc(NC(=O)C(C)OC(=O)/C=C/c2ccc(O)c(OC)c2)cc1 (stereo unspecified) | -9.8% | 40.9 | 0.5% | -2.7% | 12.4% | -23.2% | -7.7 | -3.5% | 21.7%
Nc1ccccc1C(=O)NC1CCCCNC1=O (stereo unspecified) | 15.8% | 5.8 | -7.3%[9.22 µM] | -1.2% | -8.0% | -0.8% | 23.5 | 0.8% | 1.6%
O=C(CCn1c(=O)oc2cc(Cl)ccc21)Nc1ccc(N2CCOCC2)cc1 | ? | 5.0 | 1.8% | -4.8% | 0.0% | -0.4% | -9.3 | -0.2% | -16.5%
CC(=O)c1cccc(NC(=O)c2ccccc2N(C)S(=O)(=O)c2ccc(C)cc2)c1 | -4.7% | 19.5 | -2.7% | -0.2% | -8.0% | -0.8% | 3.2 | 17.1% | -0.3%
CCOC(=O)c1c(NC(=O)CSc2nnc(Cc3ccccc3)o2)sc(C(C)=O)c1C | 18.4µM* | -22.5 | -3.6% | -8.3% | -10.0% | -12.8% | 0.3 | 0.0% | 11.0%
CC(=O)C1=C(C)Nc2ncnn2C1c1ccccc1Cl (stereo unspecified) | 1.5% | 2.2 | -5.7% | 0.0% | 8.1% | ? | 1.7 | 23.1% | -5.6%
CC(Oc1ccc(Br)cc1)C(=O)NC1CCCCCC1 (stereo unspecified) | -11.0% | ? | 4.4% | -4.6% | 9.4% | -4.1% | -9.8 | -9.6% | -2.6%

An excerpt from above, limited to MCF10A rerep:
| canonical_smiles | MCF10A rerep |
| --- | --- |
| Nc1ccccc1C(=O)NC1CCCCNC1=O (stereo unspecified) | 1.6% |
| O=C(CCn1c(=O)oc2cc(Cl)ccc21)Nc1ccc(N2CCOCC2)cc1 | -16.5% |

Next results follow.
SMILES | KB-V1 cytotox | IL1B secr inh | SW480 rerep | HT1080NT lethal | HEK293 tox | HT1080 IDH1KD tx | D3 ag | KB-3-1 tox | MCF10A rerep
O=C(CN1C(=O)COc2ccccc21)N(CCCN1CCOCC1)CC1CC=CCC1 (stereo unspecified) | 3.0% | -9.5 | -2.0% | -9.1%[9.24 µM] | 7.0% | -1.6% | -58.4 | -9.3% | 1.9%
COc1ccccc1CCNC(=O)C1CCC(=O)N(C2CCCCCC2)C1 (stereo unspecified) | 5.9% | 0.0 | -3.1% | 3.8% | -2.5% | 2.5% | -5.6 | -3.7% | -1.7%
Cc1cc2oc3c(c(=O)c2cc1C)C(c1ccc(C(C)C)cc1)N(CCCN1CCOCC1)C3=O (stereo unspecified) | 0.0% | -3.8 | 0.0%&4.2% | -1.4% | -19.3% | -2.2% | 0.1 | -0.1% | 0.2%&-3.2%
CC(=O)c1ccc(NC(=O)CSC2=NS(=O)(=O)c3cc(Cl)ccc3N2)cc1 | -6.8% | -15.3 | 5.1% | -2.3% | 6.2% | -0.4% | -27.2 | 2.9% | -3.7%
CCc1ccccc1NC(=O)CNC(=O)c1cc(C2CC2)nc2c1cnn2C(C)C | 7.3% | -15.2 | -2.3% | 11.8% | 3.8% | -0.4% | 0.4 | -2.7% | 12.6%
CC(=O)c1ccc(N2CCN(C(=O)c3ccco3)C(C)C2)c(F)c1 (stereo unspecified) | ? | -4.6 | -13.1% | 13.2% | -5.8% | 6.2% | 0.0 | -16.9% | 3.9%
CCOCCc1nn2c(=O)cc(CSCC(=O)Nc3cc(C)cc(C)c3)nc2s1 | -1.6% | 6.3 | -0.9% | 9.3% | 1.2% | 2.8% | -0.6 | 8.7% | -0.9%
Fc1cccc(CN2CCN3CCCC3C2C2CCCCC2)c1 (stereo unspecified) | -17.8% | ? | 6.7% | -25.3% | 4.2% | -20.9% | -26.4 | -10.2% | -1.5%
Nc1ccn([C@@H]2O[C@H](CNC(=O)[C@@H](Cc3cn(COCc4ccccc4)cn3)NC=O)[C@@H](O)[C@H]2O)c(=O)n1 | -2.4% | 5.4 | / | 0.7% | 0.9% | -0.8% | -9.8 | -0.8% | /
COC(=O)N/N=C\C=C\c1ccc2c(c1)OCO2 | 0.0% | -1.4 | -2.7% | -2.6% | 12.9% | 1.4% | -15.0 | -1.5% | 3.5%
CC(=O)Nc1ccccc1Nc1nc(NCCO)nc(N2CCCC2)n1 | 0.0% | / | 3.2%[9.22 µM] | / | / | / | / | 0.5% | 7.6%
Cc1ccc(Cc2nc3ccccc3nc2SCC(=O)NCc2ccc(F)cc2)cc1 | -1.7% | / | / | / | -3.3% | / | 10.8 | 2.0% | /
COc1ccccc1NC(=O)CSc1nnc(-c2ccoc2C)n1CC1CCCO1 (stereo unspecified) | -5.9% | -10.0 | 0.5% | 7.3% | -11.3% | 14.1% | 0.6 | -1.1% | 3.7%
CC(=O)c1ccc(N2CCN(C(=O)/C=C/c3ccc(S(=O)(=O)N4CCOCC4)cc3)CC2)cc1 | ? | 13.5 | 24.0% | -11.8% | -6.7% | -5.6% | 4.0 | ? | -33.0%[inhibitor]
COc1cc(OC)c2c(-c3ccccc3)cc(C3CCCCC3)nc2c1 | -1.4% | 2.6 | 5.2% | 11.0% | -6.6% | 6.4% | -2.9 | 6.2% | ?
N#C/C(=C\c1ccc(F)cc1)C(=O)Nc1ccccn1 | -13.8% | 57.9 | 4.11µM* | -6.4% | 34.5%[activator] | 15.7% | 4.3 | 2.4% | 5.2%
Cn1c(SCC(=O)NNC(=O)c2ccccc2O)nnc1-c1ccccc1 | ? | 43.2 | ? | ? | -20.6% | ? | 19.9 | -26.5% | 11.0%
COc1ccc(NC(=O)Cn2nnc(-c3ccc(CN4CCOCC4)cc3)n2)c(OC)c1 | 20.6µM* | -15.2 | -1.6% | -3.8% | 0.5% | -0.2% | -3.9 | -0.1% | 8.6%
CC(C)=CCN1CCN(C/C(Cl)=C/c2ccccc2)CC1CCO (stereo unspecified) | 8.7% | -20.7 | -1.5% | -0.2% | -1.2% | -12.2% | -19.5 | 9.3% | 15.8%
COC(=O)c1ccc2nc(C)cc(Nc3ccccc3C)c2c1 | -26.2% | 16.1 | -4.9% | -16.3% | 2.3% | -5.4% | -5.8 | 0.0% | 4.0%

Outcome played no part in choosing rows; overall some 11% were active at least once.
